# CXXC DNA block: blocks binding of human MLL CXXC domain to DNA; AID 2662; MLL-CXXC / FITC-HOXA9 DNA fluorescence polarization; Q03164; Potency, µM (top dose mostly 115 µM), without a hit: at the highest dose activity change, negative = inhibition, hits mostly inhibitors; actives 0.037% (n = 290,000); active = well fitted inhibition curve with a large enough effect in the polarisation, with a control signal flat, not every such curve was filed as active; inconclusive = small, poorly fitted or top-dose-only effect, or effect the other way, or a change in a side signal; inactive = no such curve, though single readings can be large or run the other way; the % refers to the polarisation; note: potency is the fitted concentration of half-maximal effect
#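 Steps: dispense CXXC domain solution (7 uM) → pin compounds or unlabeled HOX-A9 DNA control → 5 min ambient → add FLSN-HOX-A9 solution (50 nM) → spin → 30 min ambient → fluorescence polarization. Tris pH 7.5/NaCl/DTT/BSA buffer.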
# TRPV1 agonist: activates the human vanilloid receptor TRPV1 | Q8NER1 | actives 0.19% (n = 320,000) | AID 540275 | TRPV1-expressing cells, Fluo-8 calcium influx, agonist mode | activation, % at 8.33 µM; in the data active = activation above about 80%; inconclusive = between about 30% and that limit; note: 0% is about no effect
#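 TRPV1-expressing cells were cultured overnight at 35.5C and loaded with Fluo-8 calcium dye for 40 to 90 min at room temperature. After a 10 s baseline, compound was added and calcium influx was read kinetically for 3 min (ex 480/em 520 nm).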
# a7 integrin act: activates integrin-mediated alleviation for muscular dystrophy | alpha7betagal myoblasts, beta-gal FDG fluorescence, 48 h | AID 624291 | actives 0.064% (n = 350,000) | Potency, µM (doses to about 38.3 µM), without a hit: at the highest dose activation, usual class: activators;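 note: potency is the fitted concentration of half-maximal effect; 100% = response of the positive control SU9516; nearly all actives have a fitted effect of over 60% in size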
#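 alpha7betagal+/- myoblasts (passage 13, 250/well) treated 48 h at 37C with compounds at 1:260 dilution of DMSO stock. Lysed, then beta-galactosidase activity read as FDG fluorescence (ex 480/em 540) after 30 min, with pre-read for autofluorescence.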
# BRCA1 expr up: BRCA1 expression activation; actives 1.1% (n = 380,000); MCF7-BRCA1-FFLuc reporter, luminescence, 48 h; response scale: scaled: vehicle 0%, 10 µM genistein 100%; Potency, µM (doses to about 46.1 µM), for inactives: top-dose activation, hits mostly activators; AID 624202; note: potency is the fitted concentration of half-maximal effect; nearly all actives have a fitted effect of over 80% in size; some results filed as inactive show a strong effect at the top dose
#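 Using MCF7 cells harboring a BRCA1 firefly luciferase reporter, plated 2 h before compound pinning, the screen measured luminescence after 48 h incubation. Responses were normalized to DMSO and 10 microM genistein, then fitted for concentration-effect.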
# ELG1 repair inh: ELG1-dependent DNA repair inhibition; actives 2.3% (n = 330,000); AID 504467; Potency, µM (top dose mostly 46.1 µM), without a hit: top-dose activity change, negative = inhibition, actives largely listed as inhibitors; HEK293T ELG1-luciferase reporter, luminescence, 16 h; DNA damage induced by 5-fluorouridine; note: potency is the fitted concentration of half-maximal effect; % is set by controls: 0 for no effect and ±100 for the full control effect; nearly all actives have a fitted effect of over 55% in size
#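 5-Fluorouridine DNA damage + compound/DMSO, 2,000 cells/well, 16 h, 37 °C/5% CO2. ONE-Glo, 30 min RT, luminescence. Readout = decrease in reporter signal.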
# TCR activator: T cell receptor activation; primary human leukocytes, anti-CD3, IL-2 HTRF, 48 h; Potency, µM (titrated, usually from 9.22 µM), inactives show at the highest dose activation of IL-2 secretion, most hits filed as activators; 330,000 tested, under 10 active; note: % of control where 0% means no effect
#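 Primary human leukocytes were stimulated with a-CD3 beads plus compounds for 48 hr without co-stimulation; secreted IL-2 was quantified by HTRF using a-IL-2-K (europium cryptate) and a-IL-2-d2, excited at 320nm with acceptor emission read at 665nm.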
# A-T KAP1 phos: potential ataxia-telangiectasia treatments restoring KAP-1 phosphorylation | […] A-T fibroblasts, KAP-1 phosphorylation AlphaLISA; neocarzinostatin DNA damage 30 min before lysis | Potency, µM (titrated, usually from 57.5 µM), inactives show at the highest dose activation, usual class: activators | actives 0.19% (n = 320,000) | AID 485349; note: potency is the fitted concentration of half-maximal effect; % of control where 0% means no effect; nearly all actives have a fitted effect of over 45% in size
#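 ATM-like activity read as KAP-1 phosphorylation via AlphaLISA donor/acceptor antibody pairs after lysis and 6 hr at 25C. Cells were ATM-null patient fibroblasts ([…], hTERT), dosed 60 min, then exposed to the DSB inducer NCS for 30 min.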
# p53 reactivation: re-activators of mutant p53. H1299 p53-A138V BP100-luciferase reporter, luminescence, 24 h. Potency, µM (doses to about 92.2 µM), inactives show at the top dose activity change, positive = activation, hits mostly activators. actives 0.063% (n = 320,000); note: potency is the fitted concentration of half-maximal effect; % of control where 0% means no effect; nearly all actives have a fitted effect of over 45% in size
#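 p53-null H1299 cells stably carrying temperature-sensitive p53-A138V and a BP100-luciferase reporter were pinned with compounds (4-point, 1:5 series) and held 24 hrs at 37 deg C. Luminescence was read 10 min after detection reagent.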
# B2AR arrestin: beta2AR (human) beta-arrestin recruitment activity; beta-arrestin recruitment to beta2AR, cell-based reporter; actives 0.02% (n = 330,000); AID 492947; Potency, µM (doses to about 46.1 µM), for the others: at the top dose activation, hits mostly activators; P07550;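 note: potency is the fitted concentration of half-maximal effect; 0% = DMSO controls and full agonism = EC100 isoproterenol or metaproterenol; nearly all actives have a fitted effect of over 65% in size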
# Target sequence (P07550 whole entry, looked up): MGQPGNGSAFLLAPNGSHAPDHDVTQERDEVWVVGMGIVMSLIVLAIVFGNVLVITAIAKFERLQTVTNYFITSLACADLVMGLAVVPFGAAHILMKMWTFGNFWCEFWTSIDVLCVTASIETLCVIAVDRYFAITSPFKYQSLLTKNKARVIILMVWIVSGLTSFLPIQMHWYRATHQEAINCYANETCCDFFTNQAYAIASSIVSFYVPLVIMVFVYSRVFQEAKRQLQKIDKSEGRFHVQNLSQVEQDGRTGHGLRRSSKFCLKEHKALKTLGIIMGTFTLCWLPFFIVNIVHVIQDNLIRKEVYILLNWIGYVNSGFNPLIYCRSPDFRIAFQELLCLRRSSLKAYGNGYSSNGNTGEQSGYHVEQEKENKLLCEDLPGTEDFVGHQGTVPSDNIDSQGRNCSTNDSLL
# PTAP TSG101 blk: blocks PTAP/TSG101 interaction to inhibit HIV-1 budding; Fluorescence polarization, FITC-PTAP peptide / Tsg101 binding; Potency, µM (titrated, usually from 115 µM), for the others: top-dose activity change, negative = inhibition, usual class: inhibitors; 340,000 tested, under 10 active; AID 493005; active = well fitted inhibition curve with a large enough effect in the main read-out, with a control signal flat, not every such curve was filed as active; inconclusive = small, poorly fitted or top-dose-only effect, or effect the other way, or a change in a side signal; inactive = no such curve, though single readings can be large or run the other way; note: potency is the fitted concentration of half-maximal effect; % of control where 0% means no effect
# Target sequence (Q99816 whole entry, looked up): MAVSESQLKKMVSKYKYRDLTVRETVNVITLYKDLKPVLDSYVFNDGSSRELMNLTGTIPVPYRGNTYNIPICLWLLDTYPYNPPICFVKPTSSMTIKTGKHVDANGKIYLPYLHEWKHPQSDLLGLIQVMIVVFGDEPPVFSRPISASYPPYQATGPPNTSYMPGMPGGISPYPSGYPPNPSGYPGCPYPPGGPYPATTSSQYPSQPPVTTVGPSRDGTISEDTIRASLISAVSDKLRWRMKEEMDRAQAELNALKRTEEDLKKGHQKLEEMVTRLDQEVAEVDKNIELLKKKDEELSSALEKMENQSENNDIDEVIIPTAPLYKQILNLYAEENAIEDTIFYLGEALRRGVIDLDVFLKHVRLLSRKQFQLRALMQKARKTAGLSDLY
#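 Tsg101 binding domain (10 uM final) was mixed with compound and a FITC-labeled PTAP peptide (50 nM final) in HEPES pH 7.5 buffer with NaCl, Tween 20, EDTA and TCEP; fluorescence polarization was read after 20 min at r.t.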
# An asterisk follows results filed as active; ? = inconclusive; / = no result given; [ ] = another dose, or the depositor's remark. Unless noted, calls come from the whole dose curve; as a rule, active = well fitted curve in the direction sought with a large enough effect; inconclusive = small, poorly fitted or top-dose-only effect, or another doubt; inactive = no such curve, though single readings can be large; an effect the other way counts as inactive or inconclusive.
1	Cc1ccc(S(=O)(=O)N2CCOCC2)cc1NC(=O)COC(=O)c1cc(=O)c2ccccc2o1
2	COC(=O)c1cc(NC(=S)NCc2ccc(Cl)cc2)cc(C(=O)OC)c1
3	COCCCN1CCc2[nH]c(=S)[nH]c(=O)c2C1
4	COc1cccc(/C=C2/Sc3ccc(C(=O)NCCN4CCCCCC4)cc3NC2=O)c1
5	O=C(OCC(=O)c1ccc[nH]1)c1ccc([N+](=O)[O-])cc1
6	CC1(C)CC2CC(C)(CN2S(=O)(=O)c2ccc(C(=O)Nc3ccc(S(=O)(=O)N4CCOCC4)cc3)cc2)C1 (stereo not given)
7	O=C(O)c1ccc(CSc2nnc(-c3ccc(Cl)cc3)o2)cc1
8	Cc1ncc(CSc2nccc(=O)[nH]2)c(CO)c1O
9	Cc1ccc(C(=O)OC(C(=O)O)C(OC(=O)c2ccc(C)cc2)C(=O)O)cc1 (stereo not given)
10	Nc1nc(CSc2nc3ccccc3s2)nc(Nc2ccccc2)n1

entry no.	1	2	3	4	5	6	7	8	9	10
p53 reactivation	6%	-7%	-2%	2%	3%	-3%	12%	-6%	2%	21%
CXXC DNA block	1%	5%	-3%	?	/	12%	-9%	-9%	/	-1%
ELG1 repair inh	6%	0%	5%	?	5%	16%	18%	0%	14%	?
B2AR arrestin	-3.0%	0.0%	-0.2%	-0.5%	-0.2%	-2.6%	-0.1%	0.4%	0.2%	-0.4%
BRCA1 expr up	0%	-46%	-19%	-27%	-3%	-55%	53%	-12%	-10%	/
A-T KAP1 phos	?	3%	-4%	-8%	-3%	9%	1%	-9%	8%	13%
TCR activator	18%[46.1 µM]	-4%[46.1 µM]	0%[46.1 µM]	1%	8%	0%[46.1 µM]	/	-13%	-10%	-4%[46.1 µM]
PTAP TSG101 blk	-1%	-7%	-1%	-5%	-3%	-5%	-3%	0%	-1%	/
a7 integrin act	7%	-2%	15%	-85%[inhibitor]	-31%	-29%	15%	14%	10%	/
TRPV1 agonist	-6	?	1	-1	0	12	1	-3	-4	1

11	CN(C(=O)c1ccc(NC(=O)Cc2ccc(NC(=O)C3CCCN(C(=O)CCc4ccccc4)C3)cc2)cc1)C1CC1 (stereo not given)
12	CCOC(=O)c1sc(NC(=O)c2cc(-c3ccccc3C)nc3ccccc23)c(C#N)c1C
13	CCOCCCNS(=O)(=O)Cc1ccccc1
14	COc1ccc(CC(=O)NC2CCN(CC(=O)N3CCCc4ccccc43)CC2)cc1OC
15	CN(C)c1nc(Oc2ccc(=O)[nH]n2)nc(N2CCOCC2)n1
16	O=S(=O)(c1ccc2nc(COc3ccc(Cl)cc3Cl)[nH]c2c1)N1CCOCC1
17	CC(=O)NC(Cc1ccccc1)C(C)=O (stereo not given)
18	Cc1ccc(S(=O)(=O)c2c(COC(=O)c3ccc(Cl)cc3)c(-c3ccccc3)nn2C)cc1
19	O=C(CSc1nc2ccccc2[nH]1)NCCc1ccc(Cl)cc1
20	Cc1cccc(-n2nnc(C(=O)NCc3ccco3)c2N)c1

entry no.	11	12	13	14	15	16	17	18	19	20
p53 reactivation	2%	9%	0%	-5%	3%	29%	2%	2%	-1%	-3%
CXXC DNA block	/	8%	4%	-2%	2%	3%	9%	25%	11%	-2%
ELG1 repair inh	2%	?	-2%	-3%	1%	?	13%	-14%	-7%	?
B2AR arrestin	0.8%	-0.8%	0.0%	0.3%	-0.1%	0.4%	0.5%	0.2%	0.6%	-0.3%
BRCA1 expr up	-2%	-85%[inhibitor]	1%	-12%	-26%	-44%	1%	-24%	2%	43%
A-T KAP1 phos	33%	-4%	13%	1%	0%	-4%	-1%	/	10%	0%
TCR activator	9%	-3%	4%	0%	6%	/	/	3%	13%[46.1 µM]	-7%
PTAP TSG101 blk	-7%	-5%	0%	-10%	-4%	-10%	-4%	-2%	0%	0%
a7 integrin act	-9%	0%	5%	19%	15%	16%	-16%	-5%	30%	14%
TRPV1 agonist	0	5	-6	7	-1	?	-1	0	?	/

21	CCCC(=O)Nc1ccc(Cl)c(NC(=O)c2cccnc2)c1
22	COc1cccc(NC(=O)c2ccc3c(c2)OCO3)c1
23	CCc1ccc(OCC(=O)N2CCN(c3ccccc3F)CC2)cc1
24	CCOC(=O)N1CCN(C(=O)CCNS(=O)(=O)c2ccc3c(c2)c(=O)n(C)c(=O)n3C)CC1
25	CC(=O)Nc1ccc(S(=O)(=O)Nc2nnc(C(C)(C)C)s2)cc1
26	CC1CN(C(=O)c2cccc(S(=O)(=O)N3CCN(c4ccc(F)cc4)CC3)c2)CC(C)O1 (stereo not given)
27	Cc1onc(-c2ccccc2)c1C(=O)N1CCN(C/C=C/c2ccccc2)CC1
28	CC(NC(=O)CN(c1cccc(C(F)(F)F)c1)S(=O)(=O)c1ccc(Cl)c([N+](=O)[O-])c1)c1ccccc1 (stereo not given)
29	O=C1C=C(NNC(=O)c2ccncc2)CC(c2ccccc2)C1 (stereo not given)
30	CCc1ccc(OCC(=O)NCCc2ccc3c(c2)OCCO3)cc1

entry no.	21	22	23	24	25	26	27	28	29	30
p53 reactivation	1%	?	5%	-1%	2%	-11%	-5%	-19%	1%	-1%
CXXC DNA block	12%	-1%	2%	14%	-12%	11%	3%	-8%	6%	/
ELG1 repair inh	-3%	?	-7%	-13%	9%	-16%	?	?	-8%	1%
B2AR arrestin	0.0%	-0.2%	0.2%	-0.9%	-0.1%	0.3%	0.3%	-0.9%	0.3%	0.0%
BRCA1 expr up	-1%	?	-7%	9%	1%	-17%	-16%	-84%	-7%	-4%
A-T KAP1 phos	-5%	10%	9%	1%	-1%	14%	7%	-7%	3%	10%
TCR activator	/	-8%	1%	2%	6%	-8%	-9%	0%[46.1 µM]	-6%	7%
PTAP TSG101 blk	-3%	-5%	0%	-4%	-1%	0%	-2%	-1%	0%	-1%
a7 integrin act	7%	6%	-24%	-7%	-76%[inhibitor][7.66 µM]	-14%	-18%	43%	-16%	-18%
TRPV1 agonist	6	?	27	4	-3	8	26	?	2	8

31	Cc1cccc(N2C(=O)N3[C@@H]4c5ccccc5OC[C@@H]4[C@@H](c4ccccc4)[C@@]3(C)C2=O)c1
32	CCOC(=O)C(C)Sc1nc2c(cnn2-c2ccc(F)cc2)c(=O)[nH]1 (stereo not given)
33	CCC(=O)N1CCCC(C(=O)c2ccc(-c3ccccc3)cc2)C1 (stereo not given)
34	Cc1ccc(NC(=O)C2CCN(C(=O)NCc3ccccc3)CC2)cc1C
35	NNC(=O)CNC(=O)c1ccccc1F
36	COc1ccc(S(=O)(=O)N2CCCC(C(=O)N3CCOCC3)C2)cc1Cl (stereo not given)
37	COc1cccc(N2CCN(C(=O)CCSCc3ccccc3F)CC2)c1
38	CC12CCC(c3c(C(=O)O)nn(-c4ccc(F)cc4)c31)C2(C)C (stereo not given)
39	CCN(C(=O)COC(=O)C12CC3CC(CC(NC(C)=O)(C3)C1)C2)C1CCCCC1
40	Cc1c(C(=O)CN2CCOCC2)[nH]c2ccccc12

entry no.	31	32	33	34	35	36	37	38	39	40
p53 reactivation	/	0%	-5%	3%	1%	5%	1%	-4%	9%	14%
CXXC DNA block	12%	-12%	-8%	0%	-4%	5%	4%	-4%	/	1%
ELG1 repair inh	13%	-3%	6%	-3%	-2%	-3%	-5%	-1%	8%	3%
B2AR arrestin	0.4%	-0.8%	-1.1%	-0.1%	4.1%	0.4%	-0.1%	0.1%	-0.3%	-1.0%
BRCA1 expr up	-28%	-18%	25%	18%	-1%	1%	-6%	7%	-16%	-23%
A-T KAP1 phos	3%	-10%	-4%	-4%	-3%	-1%	1%	0%	0%	0%
TCR activator	-2%	-2%	1%	-2%	-6%	-3%	1%	-1%	-7%	-4%
PTAP TSG101 blk	1%	-2%	-2%	-4%	-4%	-1%	-1%	-6%	-1%	0%
a7 integrin act	14%	1%	4%	-36%	30%	?	0%	32%	-12%	-24%
TRPV1 agonist	21	1	?	?	7	?	?	-2	?	8

# Single records, from the list above. Order of screens: p53 reactivation, CXXC DNA block, ELG1 repair inh, B2AR arrestin, BRCA1 expr up, A-T KAP1 phos, TCR activator, PTAP TSG101 blk, a7 integrin act, TRPV1 agonist
# NNC(=O)CNC(=O)c1ccccc1F is listed as 1%, -4%, -2%, 4.1%, -1%, -3%, -6%, -4%, 30%, 7
# Cc1cccc(N2C(=O)N3[C@@H]4c5ccccc5OC[C@@H]4[C@@H](c4ccccc4)[C@@]3(C)C2=O)c1 is listed as /, 12%, 13%, 0.4%, -28%, 3%, -2%, 1%, 14%, 21
# CC12CCC(c3c(C(=O)O)nn(-c4ccc(F)cc4)c31)C2(C)C (stereo not given) is listed as -4%, -4%, -1%, 0.1%, 7%, 0%, -1%, -6%, 32%, -2

# From PubChem BioAssay
